CHRM4 agonist: agonists of human muscarinic M4 receptor (CHRM4). P08173. AID 624127. hit rate 0.14% among 360,000. CHO-K1 hM4/Gqi5, Fluo-8 calcium fluorescence; vehicle 0%, full acetylcholine response 100%. activation, % at 3 µM;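 active means activation above the run mean over all test wells plus 3 SD, cut at about 32% in these data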;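 further: peak over basal fluorescence ratio per well then scaled between controls; 0% = DMSO wells and 100% = acetylcholine at EC100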
CRFBP-R2 agonist: agonists of human CRF-binding protein/CRF-R2 receptor complex; HEK293 CRF-R2/CRF-BP, calcium dye fluorescence (FLIPR); percent of saturating CRF peptide response; activation, % at 13.2 µM; hit rate 0.46% among 350,000; AID 588473;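 active means activation of at least 50%, plus an integration ratio under a set limit after plate pattern correction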;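 further: plate controls were neutral control wells without compound for no effect and CRF at EC100 for full effect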
CHRM5 agonist: CHRM5 agonism in calcium assay; P08912; AID 624037; CHO-K1 hM5 cells, Fluo-8 calcium fluorescence; 0% DMSO wells, 100% maximal acetylcholine response; activation, % at 3 µM; hit rate 0.19% among 360,000;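 active means activation above the run's mean over test compounds plus 3 SD, cut at about 23% in these data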;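 further: signal is peak over basal fluorescence ratio across the kinetic read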
Target sequence (P08912 whole entry, looked up): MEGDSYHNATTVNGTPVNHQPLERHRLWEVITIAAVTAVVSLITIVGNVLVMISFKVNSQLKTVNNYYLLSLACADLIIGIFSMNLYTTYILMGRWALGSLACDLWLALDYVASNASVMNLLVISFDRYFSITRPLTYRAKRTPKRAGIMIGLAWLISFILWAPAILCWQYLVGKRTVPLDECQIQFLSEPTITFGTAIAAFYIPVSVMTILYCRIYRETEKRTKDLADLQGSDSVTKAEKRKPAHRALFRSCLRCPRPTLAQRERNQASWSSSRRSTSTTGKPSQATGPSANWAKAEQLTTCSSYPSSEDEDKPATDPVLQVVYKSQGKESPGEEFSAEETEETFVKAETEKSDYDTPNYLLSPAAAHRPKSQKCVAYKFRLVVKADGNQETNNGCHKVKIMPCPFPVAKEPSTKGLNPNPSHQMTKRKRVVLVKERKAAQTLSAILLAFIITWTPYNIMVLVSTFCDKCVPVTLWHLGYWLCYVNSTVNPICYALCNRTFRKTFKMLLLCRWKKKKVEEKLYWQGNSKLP
M4 antag: blocks acetylcholine activation of human M4 receptor; CHO-hM4 cells, ACh EC80, Fluo-8 calcium fluorescence; inhibition, % at 3 µM; hit rate 0.73% among 360,000; AID 624125;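 active means inhibition above its plate's cutoff, the mean inhibition of sample wells plus 3 SD, cut at about 27% in these data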;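 further: 0% = acetylcholine EC80 with DMSO and 100% = DMSO without agonist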
M5 PAM: positive allosteric modulators of human muscarinic M5 receptor. P08912. CHO-K1 hM5, Fluo-8 calcium, ACh EC20 PAM; 0% = ACh EC20, 100% = ACh EC100. activation, % at 3 µM. hit rate 0.3% among 360,000;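 active means activation above the run cutoff, the mean activation of all test compounds plus 3 SD, cut at about 18% in these data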
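Assay system: CHO-K1 hM5 cells. Also added: acetylcholine at EC20 concentration, added after compound. Dosing: 3 µM, single dose. Times: compound preincubation 140 s before EC20 acetylcholine addition. Signal: Fluo-8 calcium fluorescence. Measure: % activation relative to EC20 and EC100 ACh responses. Repeats: singlicate, one well per test compound.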
M5 antag: antagonists of human muscarinic M5 receptor (CHRM5); P08912; CHO-hM5 cells, Fluo-8 calcium fluorescence, ACh EC80; inhibition, % at 3 µM; hit rate 0.59% among 360,000; AID 624040;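 active means inhibition above a per-plate cutoff, the mean of that plate's test compounds plus 3 SD, cut at about 27% in these data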;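 further: 0% = acetylcholine EC80 with DMSO and 100% = DMSO without agonist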
CHRM4 PAM: potentiates acetylcholine response at human M4 receptor; P08173; CHO-K1 hM4/Gqi5, Fluo-8 calcium fluorescence, ACh EC20; 0% = ACh EC20, 100% = maximal ACh; activation, % at 3 µM; hit rate 0.4% among 360,000;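 active means activation above its plate's cutoff, the mean activation of sample wells plus 3 SD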; further: some results filed as inactive read as strong as hits
M1 PAM: potentiates human M1 receptor response to acetylcholine; P11229; activation, % at 3 µM; AID 588819; CHO-K1 hM1, Fluo-8 calcium fluorescence, ACh EC20; 0% = ACh EC20, 100% = maximal ACh; hit rate 0.088% among 360,000; in the data active means activation above about 19%, passing the limit was not always enough
Target sequence (P11229 whole entry, looked up): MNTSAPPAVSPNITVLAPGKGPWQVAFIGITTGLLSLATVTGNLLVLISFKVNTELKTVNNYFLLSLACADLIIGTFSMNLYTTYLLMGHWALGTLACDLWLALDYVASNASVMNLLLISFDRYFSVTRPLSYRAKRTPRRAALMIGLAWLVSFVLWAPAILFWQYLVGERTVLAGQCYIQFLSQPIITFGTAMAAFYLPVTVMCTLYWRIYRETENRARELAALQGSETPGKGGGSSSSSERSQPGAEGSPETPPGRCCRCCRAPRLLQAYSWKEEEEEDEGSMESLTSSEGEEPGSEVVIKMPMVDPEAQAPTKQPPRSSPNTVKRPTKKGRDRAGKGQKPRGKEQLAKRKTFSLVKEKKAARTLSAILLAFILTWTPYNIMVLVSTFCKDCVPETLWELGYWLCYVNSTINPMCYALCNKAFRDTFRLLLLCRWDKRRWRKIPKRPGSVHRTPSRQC
M1 antag: blocks human M1 muscarinic receptor. P11229. CHO-K1 hM1, Fluo-8 calcium fluorescence, ACh EC80 antagonist. inhibition, % at 3 µM. hit rate 1.3% among 360,000;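 active means percent inhibition above its own plate's cutoff, namely the mean of that plate's compound wells plus 3 SD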;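 further: peak over basal fluorescence ratio during 140 s after agonist addition; 0% = ACh EC80 plus DMSO and 100% = DMSO alone without agonist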
Active calls of the source: *; . = no result given.

SMILES | CHRM4 agonist | CRFBP-R2 agonist | CHRM5 agonist | M4 antag | M5 PAM | M5 antag | CHRM4 PAM | M1 PAM | M1 antag
COc1cccc(CNC(=O)C2CCC(=O)N(CC3CCCCC3)C2)c1OC (stereo not given) | 3.1 | 3.3 | -1.7 | -22.3 | 0.9 | 2.2 | 4.8 | 7.4 | -13.3
CCOC(=O)N1CCC(N2CCN(S(=O)(=O)c3ccc(OC)cc3)CC2)CC1 | 3.0 | 1.2 | -1.7 | -6.4 | -4.3 | 3.5 | 7.8 | -4.5 | 6.6
Cc1cccc2cc(CN(Cc3cccnc3)C(=S)NCCCN(C)C)c(=O)[nH]c12 | 0.2 | 0.4 | -3.6 | 5.5 | 0.8 | -1.3 | -11.5 | 0.7 | -5.3
COc1ccc(CCn2c(=N)c(C(=O)NCCN3CCOCC3)cc3c(=O)n4ccccc4nc32)cc1OC | 0.5 | -0.7 | -3.0 | 3.5 | 0.0 | 0.5 | -0.7 | -2.4 | 5.1
O=C(Nc1ccc(Cl)c([N+](=O)[O-])c1)c1ccc(NCCCN2CCOCC2)c([N+](=O)[O-])c1 | 7.8 | -1.3 | 0.7 | -5.9 | -1.6 | -3.4 | 3.6 | -0.9 | 5.9
Cc1n[nH]c(=O)c2c(NC(=O)CSc3ccc(Br)cc3)oc(C)c12 | 2.7 | 0.0 | -2.7 | 2.0 | -4.5 | 2.7 | -1.4 | 0.7 | 5.3
COc1ccc(-n2cnc3cc(N)ccc32)cc1 | 1.1 | 0.0 | -0.5 | 9.3 | -2.0 | -1.9 | -1.5 | -0.8 | 4.9
O=C(Nc1ccc(F)cc1)c1cc2c(s1)CCCC2 | 0.4 | -0.9 | -7.4 | 1.8 | -0.6 | 9.2 | -8.3 | 0.7 | -12.0
CC(C)CCNC(=O)c1cc2c(=O)n3ccccc3nc2s1 | 1.4 | -1.0 | -5.5 | -11.0 | -6.0 | 8.7 | 6.1 | 14.0 | -8.0
CC(c1nc2scc(-c3ccccc3)c2c(=O)[nH]1)N1CCN(CC(=O)NC2CC2)CC1 (stereo not given) | -0.1 | -0.1 | -1.1 | -2.4 | -5.7 | 4.7 | 5.7 | 8.5 | -8.6
O=C(CSc1nnc(-c2ccc(C(F)(F)F)cn2)o1)Nc1ccccc1Cl | 13.8 | 9.1 | 2.9 | -7.0 | -7.4 | 9.5 | -6.6 | -2.1 | 3.3
COc1ccc(CCNC(=O)CC2C(=O)NCCN2CC(C)(C)C)cc1 (stereo not given) | 0.4 | 1.4 | -0.8 | 3.8 | 5.0 | -2.1 | -5.1 | 8.4 | 0.1
CCOc1cc2c(cc1/C=C/c1noc(C)c1[N+](=O)[O-])OC(C)C2 (stereo not given) | 14.4 | 193.0* | 11.9 | 11.0 | 2.5 | 8.8 | -0.9 | -2.0 | 9.8
O=C(Nc1nnc(-c2ccccc2)o1)Nc1ccccc1Cl | 1.4 | -2.3 | 0.9 | 0.3 | -2.6 | 1.2 | 8.0 | 17.4 | -20.4
COc1ccc(S(=O)(=O)N2CCOCC2)cc1NC(=O)c1ccc(SC)cc1OC | -0.5 | 0.7 | -2.2 | -7.2 | -0.6 | -10.3 | 3.1 | 7.3 | -22.9

Exported with the structure last: part of the list above.
CHRM4 agonist	CRFBP-R2 agonist	CHRM5 agonist	M4 antag	M5 PAM	M5 antag	CHRM4 PAM	M1 PAM	M1 antag	structure
0.4	1.4	-0.8	3.8	5.0	-2.1	-5.1	8.4	0.1	COc1ccc(CCNC(=O)CC2C(=O)NCCN2CC(C)(C)C)cc1 (stereo not given)
14.4	193.0*	11.9	11.0	2.5	8.8	-0.9	-2.0	9.8	CCOc1cc2c(cc1/C=C/c1noc(C)c1[N+](=O)[O-])OC(C)C2 (stereo not given)
1.4	-2.3	0.9	0.3	-2.6	1.2	8.0	17.4	-20.4	O=C(Nc1nnc(-c2ccccc2)o1)Nc1ccccc1Cl

Further compounds follow:
SMILES | CHRM4 agonist | CRFBP-R2 agonist | CHRM5 agonist | M4 antag | M5 PAM | M5 antag | CHRM4 PAM | M1 PAM | M1 antag
Cc1ccc(C(=O)NC2CCN(CC(=O)NC3CCC(C)CC3)CC2)cc1 (stereo not given) | 1.1 | 0.0 | -0.4 | 5.8 | 1.5 | 6.4 | -3.5 | 3.7 | -5.6
COc1c(O)cccc1[C@H](O)C1CCN(CCc2ccc(F)cc2)CC1 | 3.5 | 4.9 | -1.8 | 0.1 | 12.6 | 3.5 | -2.9 | 3.0 | -6.1
COc1ccc(CC(=O)NC(=S)Nc2ccc(S(=O)(=O)NC(C)(C)C)cc2)cc1 | 21.0 | 6.9 | 21.4 | 10.1 | 4.5 | 4.8 | -5.1 | 8.5 | -14.7
O=C(C1CCCN(S(=O)(=O)c2cccc3nsnc23)C1)N1CC=C(c2ccccc2)CC1 (stereo not given) | 12.5 | 3.7 | 0.9 | 9.1 | -17.2 | -0.8 | -11.3 | -12.7 | -1.4
CCCc1nnc(NC(=O)CCC(=O)N2CCCCC2)s1 | 0.8 | 0.3 | -4.4 | -1.7 | 1.3 | 10.0 | 3.2 | 2.4 | -0.2
O=C(NC1CCN(C(=O)Nc2ccccc2Cl)CC1)c1ccco1 | 1.3 | 1.2 | -4.2 | -4.5 | -1.1 | -3.5 | -2.3 | 12.8 | -18.9
Cc1ccc(N2C(=O)CC(Nc3ccc(Cl)c(S(=O)(=O)N(C)C)c3)C2=O)c(C)c1 (stereo not given) | 8.1 | 0.5 | -0.7 | 1.9 | -3.0 | 7.1 | -2.0 | 3.5 | -12.6
CCOc1cc(NC(=S)NCCCN2CCOCC2)c(OCC)cc1NC(=O)CC(C)C | -0.6 | -1.9 | 7.0 | 0.9 | 8.7 | -5.4 | 6.2 | 8.2 | -8.9
O=C1C(=O)N(Cc2ccccc2)C(=O)N1CCOc1ccccc1 | 4.5 | 1.4 | -2.5 | 5.2 | 0.8 | 9.0 | -6.3 | -0.5 | 2.7
O=C(O)c1cccc(N/N=C/c2ccc(-c3ccccc3)cc2)c1 | -1.1 | -1.4 | 2.8 | -14.1 | 0.6 | 8.5 | 7.5 | 6.6 | -1.0
O=C(O)c1ccc(N2CCN(c3ccc(Cl)cc3)CC2)c([N+](=O)[O-])c1 | 1.8 | 0.2 | -1.7 | 1.3 | 4.8 | 1.2 | -1.5 | 7.2 | -15.6
CCCN=Cc1sc2ccc(OCC)cc2c1O | 0.9 | -1.4 | 1.5 | 3.5 | 3.2 | 3.6 | 8.2 | 13.9 | -17.1
Clc1ccc(-c2cnc(Oc3ccccc3)nc2)cc1 | 3.7 | -1.7 | -3.8 | -4.6 | -2.5 | 3.2 | 4.5 | 2.6 | -6.6
CSc1ccc(CN(C)C(=O)c2cc(Cl)c3c(c2)OCCO3)cc1 | 1.7 | -0.3 | -2.2 | 2.7 | -1.1 | -1.6 | -1.6 | 4.1 | -11.2
CCCNC(=O)c1ccccc1NC(=O)c1ccc2c(=O)n3c(nc2c1)CCC3 | 1.5 | 4.2 | 2.6 | -12.7 | 3.1 | -8.7 | 6.6 | 6.9 | -15.5
CC12CCC(C(=O)Nc3ccc(Br)cn3)(OC1=O)C2(C)C (stereo not given) | 0.6 | -1.6 | 2.6 | -13.3 | 1.6 | -3.5 | 3.0 | 10.7 | -5.6
CCOC(=O)c1sc(NC(=O)CSc2n[nH]c(C)n2)nc1C | 3.1 | 2.5 | 3.4 | -11.9 | -1.0 | -15.9 | 7.8 | -3.0 | -4.8
Nc1sc(Cc2ccccc2)cc1C(=O)NC1CCCCC1 | 2.4 | . | 10.3 | -3.4 | 0.6 | 3.0 | 1.3 | . | .
C=C(C)c1cccc(C(C)(C)NC(=O)NCCCn2ccnc2)c1 | 0.5 | -0.3 | -6.3 | -3.1 | -5.3 | 4.6 | 0.7 | -9.6 | 4.2
CC1CCCC(C)N1Cc1cn2ccccc2n1 (stereo not given) | 0.5 | 30.6 | -3.2 | 5.6 | -2.0 | 11.6 | 7.4 | 1.3 | -6.4
CC(C)(C)n1ncc2c(=O)n(CC(=O)Nc3ccc(Cl)cc3)cnc21 | 5.1 | 0.6 | 1.1 | 4.2 | 0.5 | -3.2 | -2.1 | 8.6 | -12.3
O=C(CN(Cc1ccc(F)cc1)C(=O)c1csnn1)NCc1ccc2c(c1)OCO2 | 3.0 | -0.7 | -0.5 | -6.7 | 5.3 | -7.3 | -2.1 | 14.4 | -7.1
COC(=O)CCc1c(C)c(C(=O)c2ccco2)c2ccccn12 | 0.2 | 0.4 | -7.7 | 7.5 | 0.1 | 3.1 | -2.1 | -7.4 | 10.1
Cc1cc(C(=O)COC(=O)c2ccccc2NCCO)c(C)n1CC1CCCO1 (stereo not given) | 4.1 | 1.9 | -2.8 | -0.8 | -0.5 | 7.4 | 5.0 | 12.2 | -7.5
COc1cc(C(=O)NC(C)C2CC3CCC2C3)cc(OC)c1OC (stereo not given) | 4.1 | -2.7 | -1.3 | -14.6 | -3.3 | 1.3 | -0.3 | 9.9 | -21.2
COc1ccc(C(=O)O/N=C/c2ccc(S(=O)c3ccc(Cl)cc3)nc2)cc1 (stereo not given) | 1.1 | 4.6 | -4.2 | -6.9 | 3.3 | -8.3 | 8.7 | 3.3 | -19.8
O=C(Nc1ccncc1)C1COc2ccccc2O1 (stereo not given) | 3.2 | -1.0 | 1.4 | 5.8 | -6.8 | 9.2 | -1.9 | -2.9 | 0.9
COc1ccc(C(=O)C2CC2c2ccc3c(c2)OCO3)cc1 (stereo not given) | 0.5 | 3.6 | -1.5 | -8.2 | -4.3 | -11.9 | 0.9 | 4.6 | 4.6
Cc1ccc(SCc2nnc(N)s2)cc1 | 0.5 | -1.5 | 0.9 | 2.0 | -0.1 | 6.2 | 1.2 | 5.2 | -3.2
CC(C)n1c(NCCO)nc2ccccc21 | 1.3 | -1.0 | -3.2 | -4.5 | -8.4 | 14.2 | 10.3 | 4.4 | -14.2
Cc1cc(/C=N/N2CCN(C)CC2)c(C)n1-c1ccccc1F | 1.1 | 0.7 | -1.0 | 2.7 | 6.3 | 4.3 | 7.4 | 7.5 | -7.0
Cc1cccc(N(CC(=O)NCc2ccco2)C(=O)CCC(=O)Nc2nccs2)c1C | 1.1 | 0.1 | -1.2 | -9.5 | -1.0 | 14.7 | 3.5 | 15.0 | -14.4
CCC(CO)n1c(SCc2cc([N+](=O)[O-])cc3c2OCOC3)nc2ccccc2c1=O (stereo not given) | 0.2 | 2.7 | -5.6 | 0.9 | -12.3 | 11.2 | 2.3 | -9.6 | 13.9
COC(=O)CNC(=O)COC(=O)/C=C/c1ccc(F)cc1 | 4.0 | 2.0 | 4.2 | 1.2 | 2.2 | 2.2 | -2.0 | 6.5 | 1.0
COc1ccc(CCNC(=O)CSCc2ccc(C)cc2)cc1OC | 1.4 | -6.4 | -3.8 | 0.7 | -5.2 | 7.3 | 0.7 | -0.6 | -3.5
CC(CC(=O)Nc1nnc(CC(C)(C)C)s1)c1ccccc1 (stereo not given) | 0.6 | 1.2 | 4.1 | -9.9 | 21.6* | -7.8 | 1.8 | 19.9 | -13.8
Cc1csc(NC(=O)c2cn3ccccc3n2)n1 | 1.6 | -1.3 | -1.7 | -3.0 | -2.6 | 9.3 | 7.2 | -4.1 | 13.4
Cc1ccc(Oc2ccc(/C=N/O)cn2)cc1 | -0.6 | -2.3 | -2.3 | -0.8 | 5.7 | 4.8 | -0.4 | 7.2 | -22.1
O=C(NCc1ccncc1)C1CCCN(S(=O)(=O)c2cc(Cl)ccc2Cl)C1 (stereo not given) | 4.4 | -0.9 | -5.7 | -0.8 | -5.7 | 11.3 | -3.1 | 0.0 | -3.9
